# CYP2C9 inhib: human CYP2C9 inhibition; AID 777; CYP2C9 Supersomes, luciferin-H conversion, luminescence; 96,000 tested, 20% active; inhibition, % at 5 µM;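 active = blocking of liver enzyme CYP2C9 beyond about 50% at 5 µM, limit read from the data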; note: values of inactives mirror those of a sister screen read the other way
# Mac1 fbg inh: blocks human CD11b/CD18 adhesion to fibrinogen; P05107+P11215; 93,000 tested, 0.54% active; inhibition, % at 10 µM; K562 CD11b/CD18 adhesion to fibrinogen, ATPlite luminescence; Mn2+ added to activate the integrin; AID 1497;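 active = primary inhibition of 50% or more at 10 µM, then 40% or more on retest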; note: some results filed as inactive read as strong as hits
# Target sequence (P05107 whole entry, looked up, other chains not shown): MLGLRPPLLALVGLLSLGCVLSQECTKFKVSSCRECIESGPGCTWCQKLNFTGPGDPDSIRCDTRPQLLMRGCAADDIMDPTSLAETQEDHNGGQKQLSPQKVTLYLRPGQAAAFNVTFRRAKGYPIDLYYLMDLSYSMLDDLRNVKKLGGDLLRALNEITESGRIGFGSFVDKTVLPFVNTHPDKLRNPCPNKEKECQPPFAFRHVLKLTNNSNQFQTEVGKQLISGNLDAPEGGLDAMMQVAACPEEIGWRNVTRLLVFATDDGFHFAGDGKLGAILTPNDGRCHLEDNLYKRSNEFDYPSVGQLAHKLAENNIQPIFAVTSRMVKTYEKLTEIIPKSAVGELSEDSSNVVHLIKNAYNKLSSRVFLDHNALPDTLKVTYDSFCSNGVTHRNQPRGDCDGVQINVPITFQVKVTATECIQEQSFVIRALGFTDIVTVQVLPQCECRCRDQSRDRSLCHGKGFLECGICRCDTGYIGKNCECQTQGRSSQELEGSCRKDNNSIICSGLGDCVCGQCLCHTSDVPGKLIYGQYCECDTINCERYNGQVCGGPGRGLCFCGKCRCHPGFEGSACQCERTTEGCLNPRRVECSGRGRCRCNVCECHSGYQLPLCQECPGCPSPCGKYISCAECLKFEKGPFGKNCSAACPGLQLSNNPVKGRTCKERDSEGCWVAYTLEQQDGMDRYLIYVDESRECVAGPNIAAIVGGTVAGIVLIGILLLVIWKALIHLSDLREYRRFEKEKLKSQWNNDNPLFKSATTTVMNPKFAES
# CD11b adhes enh: enhancers of human CD11b/CD18 binding to fibrinogen. K562 CD11b/CD18 adhesion to fibrinogen, ATPlite luminescence. 93,000 tested, 0.07% active. activation, % at 10 µM;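 active = 10 µM primary screen giving 50% or more activity, confirmed by 40% or more on retest at that dose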; note: strong numbers were not always called active; reference of the scale not given here
# CYP2C9 act: increases human cytochrome P450 2C9 activity; P11712; 96,000 tested, 1.4% active; recombinant CYP2C9, luciferin-H conversion, luminescence; stronger effect = higher value; factor 1 = untreated enzyme, 0 = blocked; activation factor at 5 µM;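 active = activation factor of 2 or more for CYP2C9 at a 5 µM dose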;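 note: 0 = sulfaphenazole-blocked wells and 1 = vehicle-only wells; values of inactives mirror those of a sister screen read the other way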
# CYP2C19 inhib: human CYP2C19 inhibition; P33261; CYP2C19 Supersomes, luciferin-H EGE luminescence, 30 min; inhibition, % at 5 µM; 96,000 tested, 21% active; AID 778;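 active = CYP2C19 inhibition above a set limit at 5 µM in the primary screen, cut at about 50% in these data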;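 note: plate controls were negative control wells for no effect and 2.5 mM tranylcypromine positive control for full effect; values of inactives mirror those of a sister screen read the other way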
# MT1-MMP txn act: MT1-MMP promoter transcription activation; activation factor at 10 µM; HT1080 MT1-MMP promoter luciferase reporter, luminescence, overnight; stronger effect = higher value; 86,000 tested, 0.16% active;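 active = activation factor of at least 2 for MT1-MMP transcription at 10 µM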
# PLAP act: activates human placental alkaline phosphatase | activation fold at 20 µM | purified PLAP enzyme, luminescent substrate read-out; stronger effect = higher value | AID 696 | 96,000 tested, 1.2% active; in the data active = activation fold above about 2
# Pyk2 oligo antag: antagonists of human Pyk2 oligomerization | Q14289 | Q293 cells, Pyk2 FERM NanoBiT luminescence; stronger effect = lower value | z-score (the deposit names both 25 µM and 10 µM) | 99,000 tested, 0.83% active | AID 1347419;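 active = Z-score of -3 or lower, scaled per plate to the spread of control and sample wells; inactive = z-score above -3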;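 note: negative z-score means lost luminescence so less FERM oligomerization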
# CYP2C19 act: cytochrome P450 2C19 (human) activation; P33261; recombinant CYP2C19, luciferin-H EGE luminescence; stronger effect = higher value; 0 = fully inhibited enzyme, 1 = untreated enzyme; activation factor at 5 µM; 96,000 tested, under 10 active;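 active = activation factor of at least 2 at 5 µM in the primary screen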;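 note: 0 = wells with 2.5 mM tranylcypromine and 1 = vehicle-only wells; values of inactives mirror those of a sister screen read the other way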
# * marks the source's active call; other numbers are inactive results; . = no result given.
(1) O=c1oc2ccccc2c(Nc2cccc(O)c2)c1[N+](=O)[O-]
(2) O=C(NCC(=O)N(c1ccccc1)C(C(=O)NC1CCCCC1)c1ccncc1)c1ccco1 (centres undefined)
(3) CCN(CC)C(=O)CSc1nc2c(sc(=S)n2Cc2ccco2)c(=O)n1-c1ccccc1
(4) COc1ccc(/C(N)=N/OC(=O)c2ccc(C)c([N+](=O)[O-])c2)cc1
(5) Cc1nnc(SCc2cc(=O)[nH]c(N3CCN(Cc4ccccc4)CC3)n2)s1
(6) O=S(=O)(c1ccc(-c2nnc(SCc3nnc(-c4ccccc4)o3)o2)cc1)N1CCCC1
(7) O=C(O)CC(NCc1ccco1)C(=O)OCC1CCCO1 (centres undefined)
(8) O=C(CN1C(=O)c2cccc3cccc1c23)NCc1ccncc1
compound no.,1,2,3,4,5,6,7,8
CYP2C9 inhib,18,22,52*,-12,56*,48,-7,-27
Mac1 fbg inh,2,-13,12,-3,4,4,4,9
CD11b adhes enh,-1,-2,-5,-5,0,-1,1,-4
CYP2C9 act,0.8,0.8,0.5,1.1,0.4,0.5,1.1,1.3
CYP2C19 inhib,91*,23,36,-10,50*,36,-9,46
MT1-MMP txn act,1.1,1,1.3,1.2,1.1,.,1.2,1.1
PLAP act,0.7,1.1,1.2,1.1,1.3,1,1,1
Pyk2 oligo antag,1.5,0.43,-0.48,0.6,0.34,0.09,-0.32,0.1
CYP2C19 act,0.1,0.8,0.6,1.1,0.5,0.6,1.1,0.5

(9) CC(NC(=O)c1cc(-c2ccc(Br)cc2)on1)c1ccccc1 (centres undefined)
(10) CC(C(=O)Nc1nc2ccccc2[nH]1)N1C(=O)C2CC=CCC2C1=O (centres undefined)
(11) CCN(CC)CCNC(=O)c1c(C)oc2cc(Br)c(OC)cc12
(12) O=C(Cn1cc2c(n1)CCCCC2)NCc1ccccc1
(13) C=CCn1c(SCc2csc(C)n2)nc2sc3c(c2c1=O)CCCCC3
(14) COC(=O)CSc1cnc2ccccc2n1
(15) COc1ccc(-n2c(Cc3cc(=O)[nH]c(=O)[nH]3)nnc2SCC(=O)NC2CCCC2)cc1
(16) O=C(Nc1ccccc1Cl)N1CCN(c2ccc3nnc(-c4ccc(F)cc4)n3n2)CC1
compound no.,9,10,11,12,13,14,15,16
CYP2C9 inhib,19,34,28,-154,88*,-9,-13,66*
Mac1 fbg inh,8,-2,-9,-4,15,6,-14,-8
CD11b adhes enh,9,0,0,9,0,-4,6,29
CYP2C9 act,0.8,0.7,0.7,2.5*,0.1,1.1,1.1,0.3
CYP2C19 inhib,4,14,12,84*,45,-8,-11,31
MT1-MMP txn act,1.2,1.2,1.2,1.2,1,.,1.5,1
PLAP act,0.9,2*,1.4,0.8,1.5,1,1.3,1.3
Pyk2 oligo antag,0.84,1.6,0.81,.,-0.29,0.93,.,0.58
CYP2C19 act,1,0.9,0.9,0.2,0.5,1.1,1.1,0.7

(17) O=C(CSc1n[nH]c(-c2ccco2)n1)N1c2ccccc2Sc2ccccc21
(18) CCOc1c(Br)cc(C(N)=O)cc1OC
(19) COc1ccc(CNC(=O)C2CC(=O)N(c3ccc(OCC(=O)N4C(C)CCCC4C)cc3)C2)cc1 (centres undefined)
(20) C#CCOC(=O)C(NC(=O)c1ccccc1)=C1CCCCC1
(21) O=C(Nc1ccc2oc(Cc3ccc(Cl)cc3)nc2c1)c1cccnc1
(22) CCC(=S)/C=C1\Sc2ccccc2N1CCCS(=O)(=O)O
(23) O=C(NCCCN1CCOCC1)c1cc(-c2cccs2)on1
(24) CCC(NC(=O)Nc1ncccc1C)(C(F)(F)F)C(F)(F)F
compound no.,17,18,19,20,21,22,23,24
CYP2C9 inhib,52*,10,61*,68*,22,2,-2,2
Mac1 fbg inh,7,44,-1,-2,2,10,1,-1
CD11b adhes enh,1,1,0,3,-4,-1,5,-1
CYP2C9 act,0.5,0.9,0.4,0.3,0.8,1,1,1
CYP2C19 inhib,48,39,31,39,18,-17,-2,2
MT1-MMP txn act,1,1,1.1,1.1,1.1,.,1.3,1.2
PLAP act,1.9,0.9,1.4,0.9,1.3,1.1,1.1,0.9
Pyk2 oligo antag,-1.3,-0.18,-0.84,0.53,0.64,-0.01,0.42,0.71
CYP2C19 act,0.5,0.6,0.7,0.6,0.8,1.2,1,1

(25) c1ccc(C[n+]2cccc3c4ccccc4ccc32)cc1
(26) O=C(CN1CCCC1)N1CCCc2c1c(=O)oc1ccc(OCc3ccccc3)cc21
(27) CC(C)COC(=O)CCn1[nH]c(=O)c2ccccc2c1=O
(28) O=c1/c(=C/c2cn(-c3ccccc3)nc2-c2ccc(F)cc2)sc2nc3ccccc3n12
(29) N#CC(c1ccccc1)c1ccc2c(C(F)(F)F)cc(C(F)(F)F)nc2n1 (centres undefined)
(30) O=C(NCCOC(=O)c1ccncc1)c1ccccc1
(31) O=C(COC(=O)c1ccccc1)NCc1ccco1
(32) Cc1[nH]c2ccc3c(ncn3CCC#N)c2c1C
compound no.,25,26,27,28,29,30,31,32
CYP2C9 inhib,-31,31,31,-7,16,92*,-16,11
Mac1 fbg inh,.,5,7,-7,23,-8,13,-24
CD11b adhes enh,.,1,-3,-6,-3,3,0,4
CYP2C9 act,1.3,0.7,0.7,1.1,0.8,0.1,1.2,0.9
CYP2C19 inhib,0,19,47,-10,-5,71*,11,2
MT1-MMP txn act,.,1.2,1.2,.,1,1.1,1.1,1.1
PLAP act,0.7,1.4,0.9,1.1,1,0.9,0.9,1
Pyk2 oligo antag,0.13,-0.56,0.4,.,-2.1,-0.12,0.69,1.1
CYP2C19 act,1,0.8,0.5,1.1,1.1,0.3,0.9,1

(33) CN1CCN(S(=O)(=O)c2cccc(C(=O)N(c3ccccn3)C3CCCCC3)c2)CC1
(34) CCC(C)NC(=O)CSc1nc2ccsc2c(=O)n1NC(=O)c1ccccc1 (centres undefined)
(35) CCn1c(SCC(=O)Nc2cc(C)on2)nc2sc(C)c(C)c2c1=O
(36) CCOC(=O)N1CCC(NCCNC(=O)c2ccccc2)CC1
(37) O=C(CN1CCOCC1)NCc1ccccc1
(38) N#Cc1c(N2C(=O)C3C4C=CC(C4)C3C2=O)sc2c1CCC2 (centres undefined)
(39) Cc1c(C(=O)O)oc2ccc(S(=O)(=O)N3CCC(C)CC3)cc12
(40) CC(=O)NC1N=C(C)N(c2ccccc2)C1=O (centres undefined)
compound no.,33,34,35,36,37,38,39,40
CYP2C9 inhib,6,44,15,-25,-6,30,38,-3
Mac1 fbg inh,-16,0,-20,2,-3,-23,-16,-2
CD11b adhes enh,-1,-1,16,2,0,-2,-2,2
CYP2C9 act,0.9,0.6,0.9,1.2,1.1,0.7,0.6,1
CYP2C19 inhib,11,-5,3,-21,19,64*,2,-10
MT1-MMP txn act,1.1,1.2,1.1,1,1.2,1.3,1.2,.
PLAP act,1.4,1,1.1,1,0.9,0.9,1,1.1
Pyk2 oligo antag,-0.97,-0.61,.,1.8,-0.15,2,0.34,0.09
CYP2C19 act,0.9,1,1,1.2,0.8,0.4,1,1.1

(41) Cc1cc(C(=O)CNCc2ccco2)c(C)n1-c1ccc(F)cc1
(42) COc1cc(NC(=O)c2ccc(COCC(F)(F)F)o2)cc(OC)c1OC
(43) COc1ccccc1C(=O)NC(CCSC)C(=O)NCC(c1ccco1)N(C)C (centres undefined)
(44) CC1(C)CC(O)C(CCC(O)c2ccccc2)C(C)(C)N1 (centres undefined)
(45) CCCNC(=O)Cn1cnc2sc(C(=O)N3CCCC(C(=O)OCC)C3)c(C)c2c1=O (centres undefined)
(46) O=C(Cn1ccc([N+](=O)[O-])n1)NCc1ccco1
(47) Cc1nc2cc(NC(=O)NCc3ccccc3)ccc2o1
(48) CC(c1ccccc1)N1CNc2c(c(=O)n(C)c(=O)n2C)C1 (centres undefined)
compound no.,41,42,43,44,45,46,47,48
CYP2C9 inhib,28,35,67*,-2,36,2,-6,-7
Mac1 fbg inh,-7,.,11,-7,-12,-4,7,2
CD11b adhes enh,0,.,1,-2,0,2,0,6
CYP2C9 act,0.7,0.7,0.3,1,0.6,1,1.1,1.1
CYP2C19 inhib,51*,43,69*,-7,3,22,-9,7
MT1-MMP txn act,0.8,1,1.1,1,1.1,.,1.4,1.1
PLAP act,1.5,1.6,1.6,1,1.1,1,1.2,0.9
Pyk2 oligo antag,0.32,0.29,-0.1,1.2,1.1,1.4,-0.61,0.06
CYP2C19 act,0.5,0.6,0.3,1.1,1,0.8,1.1,0.9

(49) Cc1ccccc1Cn1cc(NC(=O)c2nc3ncccn3n2)cn1
(50) Cc1nc(SCC(=O)NCc2ccco2)[nH]c(=O)c1C
(51) Cc1ccc(C2C3CN(C(C)C)CC=C3C(C#N)=C(N)C2(C#N)C#N)cc1 (centres undefined)
(52) O=C(COc1ccc(-c2nnco2)cc1)N1CCN(S(=O)(=O)c2ccccc2)CC1
(53) O=C1CN(C(=O)c2ccccn2)c2ccccc2N1
(54) CCN(CC)CCn1cnc2c([nH]c3cccc(OC)c32)c1=O
(55) N#Cc1nc(COc2cccc(Cl)c2)oc1N1CCN(c2ccccc2)CC1
(56) COc1cc2c(C(=O)NCc3ccc4c(c3)OCO4)cn(CC(C)C)c(=O)c2cc1OC
compound no.,49,50,51,52,53,54,55,56
CYP2C9 inhib,28,-8,45,67*,-15,-17,57*,31
Mac1 fbg inh,-14,4,-10,3,5,-7,-8,-2
CD11b adhes enh,-1,-3,3,-3,2,3,1,-1
CYP2C9 act,0.7,1.1,0.5,0.3,1.2,1.2,0.4,0.7
CYP2C19 inhib,13,-17,23,84*,-16,3,50,0
MT1-MMP txn act,.,1.1,1.3,1.2,1.1,1.1,1.1,1.2
PLAP act,0.8,1,1.3,1.2,0.9,1.2,1,0.9
Pyk2 oligo antag,0.23,-0.36,-1,0.9,0.02,-0.3,0.66,-0.77
CYP2C19 act,0.9,1.2,0.8,0.2,1.2,1,0.5,1

(57) Cc1ccc(S(=O)(=O)NCc2n[nH]c(=S)n2C)cc1
(58) COc1cc(/C=N/NC(=O)CCc2c(C)n[nH]c2C)ccc1O
(59) COc1cccc(CN2CCCC(C(=O)N3CCCCC3)C2)c1OC (centres undefined)
(60) CCCn1c(SCC(=O)Nc2nonc2C)nnc1-c1ccoc1C
(61) CC(=O)N1c2c(cc(Br)cc2S(=O)(=O)NCc2ccc3c(c2)OCO3)CC1C (centres undefined)
(62) O=[N+]([O-])c1cc(Br)c(O)c(/C=N/Nc2nnnn2-c2cccc3ccccc23)c1
(63) COc1ccccc1NC(=O)Cc1csc(N)n1
(64) NC(CC(=O)OC1CCCCC1)C(=O)OC1CCCCC1 (centres undefined)
(65) CC(C)C(=O)Nc1ccc(NC(=O)c2cc3ccccc3o2)cc1
(66) Cc1ccc(NS(=O)(=O)c2ccc(CCC(=O)NCCO)cc2)cc1
compound no.,57,58,59,60,61,62,63,64,65,66
CYP2C9 inhib,6,30,-9,-1,-83,100*,-2,26,50,85*
Mac1 fbg inh,.,7,8,-3,-1,88*,4,-16,-27,-25
CD11b adhes enh,.,3,-3,0,0,-8,3,-1,0,-7
CYP2C9 act,0.9,0.7,1.1,1,1.8,0,1,0.7,0.5,0.1
CYP2C19 inhib,4,8,-5,54*,86*,91*,16,37,24,58*
MT1-MMP txn act,.,1.2,1,1.1,1.2,.,1.2,1.1,1.5,1
PLAP act,0.9,1,1.2,1,1.1,1.7,0.9,1.7,0.8,1
Pyk2 oligo antag,0.11,-0.09,-0.1,0.34,-0.01,-2.3,-0.28,-0.28,1.6,1.1
CYP2C19 act,1,0.9,1.1,0.5,0.1,0.1,0.8,0.6,0.8,0.4

# Among those listed so far, 2 contain a COOH group:
(7) O=C(O)CC(NCc1ccco1)C(=O)OCC1CCCO1 (centres undefined)
(39) Cc1c(C(=O)O)oc2ccc(S(=O)(=O)N3CCC(C)CC3)cc12
compound no.,7,39
CYP2C9 inhib,-7,38
Mac1 fbg inh,4,-16
CD11b adhes enh,1,-2
CYP2C9 act,1.1,0.6
CYP2C19 inhib,-9,2
MT1-MMP txn act,1.2,1.2
PLAP act,1,1
Pyk2 oligo antag,-0.32,0.34
CYP2C19 act,1.1,1

# Bioassay records from PubChem BioAssay.
